Peg3 imprint: induces erasure of genomic imprints in mouse ES cells. Potency, µM (highest dose often 60.7 µM), for inactives: at the highest dose activity change, positive = activation, usual class: activators. 110,000 compounds, 0.02% hits. mouse ES Peg3-LacZ reporter, beta-gal luminescence, 40 h;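 further: 0% = negative control wells on the plate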
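Readout: BetaGlo luminescence (5 min, room temp) for LacZ from the normally silent maternal Peg3 allele in female Peg3LacZ-Neo ES cells. Cells 300/well, 40 h, 37C, 5% CO2. Data normalized per plate to negative controls.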
IkB sig inh: suppresses IkB signaling in ABC-DLBCL reporter cells; ABC-DLBCL IkBa-CBG/CBR dual luciferase ratio, 4 h; response scale: scaled: untreated 0%, proteasome inhibitor 100%; Potency, µM (top dose mostly 57.1 µM), inactives show at the top dose IkBa stabilization activation; 110,000 compounds, 0.04% hits; AID 445; active means well fitted curve in the direction sought with a large enough effect in the signal ratio, not every such curve was filed as active; inconclusive means small, poorly fitted or top-dose-only effect, or a change in a side signal; the % refers to the signal ratio;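 further: the direction sought is a rising ratio; 0% = basal untreated cells and 100% = reference inhibitor full response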
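Curves were fitted separately to fusion (green), unfused (red) and ratio luminescence, then classed by r2, magnitude and activity. Cells: OCI-Ly3, 4 h compound plus doxycycline at 37C; 10 uM MG-132 defined full response.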
p53ts 32C kill: p53ts cell cytotoxicity, permissive temperature. Potency, µM (highest dose often 46.1 µM), for the others: at the highest dose activity change, negative = cytotoxicity, most hits filed as cytotoxic. 130,000 compounds, 0.93% hits. H1299-p53A138V at 32C, ATP luminescence viability, 24 h. AID 924;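 further: 0% = DMSO and -100% = full killing by reference compound; nearly all actives have a fitted effect of over 55% in size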
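ATP-content luminescence (ATPlite) read-out after 24 h compound exposure at 32C in H1299-p53A138V cells (600/well). Tested up to 46 uM. Normalized to DMSO (0%) and 100 uM tamoxifen (100% killing); Hill-fit AC50.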
p53ts 39C tox: cytotoxicity in p53ts cells at nonpermissive temperature; 130,000 compounds, 1.5% hits; Potency, µM (titrated, usually from 46.1 µM), inactives show at the top dose activity change, negative = cell killing, usual class: cytotoxic; H1299-p53A138V viability at 39C, ATP luminescence, 24 h; further: nearly all actives have a fitted effect of over 55% in size
Active calls of the source: *; ? = inconclusive; . = not tested or not shown; [ ] = dose if it differs, or a comment. Unless noted, the call rests on the fitted dose curve; in most records, active means well fitted curve in the direction sought with a large enough effect; inconclusive means small, poorly fitted or top-dose-only effect, or another doubt; inactive means no such curve, though single readings can be large; an effect the other way counts as inactive or inconclusive. Unless noted, on the % scale 0 is the no-effect control and ±100 the full control effect; potency means the concentration at half of the fitted maximal effect.

Sample of the layout:
SMILES | Peg3 imprint | IkB sig inh | p53ts 32C kill | p53ts 39C tox
Cc1cc(C)c(NC(=O)CCC(=O)N2Cc3ccccc3Oc3ncccc32)c(C)c1 | -8%[10.9 µM] | -1.0% | 8% | -18%
Oc1ccccc1-c1nc(/C=C/c2ccccc2Cl)no1 | -55%[inhibitor][10.9 µM] | ? | 7.9µM* | 7.9µM*
CCOC(=O)c1cc2nc(-c3ccco3)cc(C(F)(F)F)n2n1 | . | . | -12% | 0%
CC(NC(=O)C(CC(=O)OC(C)(C)C)NC(=O)OC(C)(C)C)C(N)=O (configuration not stated) | . | -0.7% | -8% | -1%
O=C(NC1CC(=O)N(c2cccc(F)c2)C1)c1ccc(S(=O)(=O)N2CCOCC2)cc1 (configuration not stated) | 18%[10.9 µM] | -1.2% | -9% | -1%
CSCCC1(C(=O)O)NC(c2ccccc2O)C2C(=O)N(C(C)C)C(=O)C21 (configuration not stated) | 6% | -2.4% | -4% | 0%

Main list, from the first entry:
SMILES | Peg3 imprint | IkB sig inh | p53ts 32C kill | p53ts 39C tox
Cc1cc(C)c(NC(=O)CCC(=O)N2Cc3ccccc3Oc3ncccc32)c(C)c1 | -8%[10.9 µM] | -1.0% | 8% | -18%
Oc1ccccc1-c1nc(/C=C/c2ccccc2Cl)no1 | -55%[inhibitor][10.9 µM] | ? | 7.9µM* | 7.9µM*
CCOC(=O)c1cc2nc(-c3ccco3)cc(C(F)(F)F)n2n1 | . | . | -12% | 0%
CC(NC(=O)C(CC(=O)OC(C)(C)C)NC(=O)OC(C)(C)C)C(N)=O (configuration not stated) | . | -0.7% | -8% | -1%
O=C(NC1CC(=O)N(c2cccc(F)c2)C1)c1ccc(S(=O)(=O)N2CCOCC2)cc1 (configuration not stated) | 18%[10.9 µM] | -1.2% | -9% | -1%
CSCCC1(C(=O)O)NC(c2ccccc2O)C2C(=O)N(C(C)C)C(=O)C21 (configuration not stated) | 6% | -2.4% | -4% | 0%
Fc1cccc(F)c1CN1CCN(c2ncccn2)CC1 | -1% | -0.2% | 8% | 1%
O=S(=O)(c1ccccc1Cl)N1CCCC(c2nc(-c3cccnc3)no2)C1 (configuration not stated) | -10% | 0.5% | 11% | 1%
COc1ccc(Cl)cc1NC(=O)CN1CCC(n2nnc3cc(F)ccc32)CC1 | -4% | ? | 2% | -1%
CS(=O)(=O)N(CC(=O)N1CCN(c2ccccc2)CC1)c1cccc(Br)c1 | -12% | 2.2% | 1% | 6%
Cc1cc(-n2c(C)cc(C(=O)COC(=O)CN=C3NS(=O)(=O)c4ccccc43)c2C)no1 | -1% | 4.2% | 5% | -16%
CN(CCNC(=O)C1CCN(S(=O)(=O)N2CCOCC2)CC1)CCc1ccccc1 | -18% | -0.5% | -1% | -12%
COC(=O)c1c(NC(=O)C2COc3ccccc3O2)sc2c1CCN(Cc1ccccc1)C2 (configuration not stated) | . | . | ? | -17%
CCc1cc2c(-c3ccccc3)cc(=O)oc2c2c1OCN(Cc1ccc(C)cc1)C2 | -5%[10.9 µM] | 1.2% | -25% | -12%
COc1ccc(NC(=O)N2CC3(CCN(C(=O)c4ccc(OC)cc4)CC3)C2)cc1 | . | -2.6%[11.4 µM] | 6% | 0%
O=C(O)CCC(=O)c1ccc2sc3ccccc3c2c1 | -11%[10.9 µM] | ? | -6%[9.22 µM] | 3%[9.22 µM]
CC(C)CN(C(=O)COC(=O)Cc1c[nH]c2ccccc12)C1CCS(=O)(=O)C1 (configuration not stated) | -4% | 3.8% | -1% | -4%
Cc1ccc(C)n1-n1cnc2sc(-c3ccccc3)cc2c1=O | -21% | ? | -4% | -13%
Cc1cc(C)c(NC(=O)Cn2c(=O)n(Cc3ccco3)c(=O)c3ccc(C(=O)NC4CCCC4)cc32)c(C)c1 | 14%[10.9 µM] | 3.0% | 9% | 9%
Cn1c(=O)oc2cc(S(=O)(=O)N3CCCC(C(=O)NCc4ccc(F)cc4)C3)ccc21 (configuration not stated) | -6%[10.9 µM] | ? | 2% | -9%
CC(=O)Nc1ccc(NC(=O)c2cccc(C(=O)OC(C)C)n2)cc1 | -40%[inhibitor] | -0.8% | -4% | -10%
CN(Cc1ccc(O)cc1)C1CCCCC1 | -11% | -1.0% | -15% | 17%
Cc1ccc(OCc2nnc(SCC(=O)NCc3ccccc3)n2C)cc1 | 7% | 2.7% | -6% | 7%
O=C(c1ccco1)N1CCC2(CC1)CN(c1ncccn1)C2 | . | 1.5%[11.4 µM] | 4% | 7%
O=C(CCNS(=O)(=O)c1ccc2c(c1)CCCC(=O)N2)NCc1ccccc1Cl | 11%[10.9 µM] | 1.1% | -5% | 19%
Cc1oc(CSCC2CCCO2)cc1C(=O)O (configuration not stated) | -56%[inhibitor] | -0.6% | -6% | -4%
O=C(NC1CCCC1)c1ccc2c(c1)N(Cc1ccccc1)C(=O)c1ccccc1S2 | -18%[10.9 µM] | ? | -1% | -21%
O=C(CCc1nc(CN2CCN(S(=O)(=O)c3ccc(Br)cc3)CC2)no1)N1CCCCC1 | -5%[10.9 µM] | ? | 2% | -12%
COc1cc(OC)cc(C(=O)N2CCN=C2SCc2cccnc2)c1 | -15% | -1.2% | 4% | 6%
CCC(C)(C)n1nnnc1C(c1ccncc1)N1CCC(C)CC1 (configuration not stated) | . | . | 8% | -4%
Cc1c(C(=O)Nc2cccc(Cl)c2)oc2ccc(S(=O)(=O)N3CCCCCC3)cc12 | -16%[10.9 µM] | 1.3% | -6% | -22%
O=C(Nc1nc(-c2ccccc2)cs1)c1cccs1 | -22% | ? | ? | -12%
CCOC(=O)c1c(NC(=O)c2ccn(CC)n2)sc2c1CCCC2 | -11% | 0.2% | 3% | -18%
CCOc1ccc(NC(=O)c2cc3c(n(-c4ccc(OC)cc4)c2=O)CC(C)(C)CC3=O)cc1 | -6%[10.9 µM] | ? | -6% | 9%
COc1ccc(NC(=O)c2c(NCc3ccc(OC)c(OC)c3OC)sc3c2CCC3)c(OC)c1 | -2%[10.9 µM] | -3.4% | -4% | 12%
COc1ccc(Cl)cc1NC(=O)c1sc2nc3c(cc2c1N)CN(C)CC3 | -7%[10.9 µM] | ? | 9% | -26%
COc1ccc(-c2c(C)c3cc(OC(=O)N4CCOCC4)ccc3oc2=O)cc1OC | -13%[10.9 µM] | -1.8% | -6% | 10%
COc1ccc(S(=O)(=O)n2nc(OC(=O)c3ccccc3)cc2N)cc1 | 3% | 1.2% | -6% | -6%
COc1ccc(C2(CNC(=O)C(=O)Nc3ccc(F)cc3)CCCC2)cc1OC | -12%[10.9 µM] | ? | 7% | -11%
COc1cc(C(=O)N2CCN(C(=O)COc3cccc(C)c3)CC2)cc(OC)c1OC | 6%[10.9 µM] | 2.0% | 1% | 14%
CN(C)c1ccc(N/C=C/C(=O)c2ccccc2)cc1 | -35%[inhibitor] | ? | 5µM* | 13µM*
CC(C)CC(=O)Nc1ccc2nc(SCC(=O)N3CCc4ccccc43)sc2c1 | 25%[10.9 µM] | ? | -21% | -15%
Cc1c(CNCCCc2ccccc2)c(C(=O)O)c(C)n1Cc1ccc(Cl)cc1 | -8%[10.9 µM] | ? | 1% | -20%
O=C(NCc1cccnc1)c1cc(-c2cccs2)on1 | -3% | 2.4% | -21% | ?
Cc1ccc2c(c1)c1c(c(=O)n(-c3ccccc3)c(=O)n1CC(=O)c1ccc(Cl)cc1)n2C | 9%[10.9 µM] | -3.1% | -1% | 8%
Cc1c(NC(=O)CN2C(=O)c3cccc4cccc2c34)c(=O)n(-c2ccccc2)n1C | -2% | 1.3% | 10% | 10%
Cc1ccc(-c2cc(C(=O)OCC(=O)Nc3cc(C)on3)c3ccccc3n2)c(C)c1 | -14% | ? | 2% | -5%
COc1ccc(-c2cc(C(=O)NC(C(=O)O)C(C)C)c(C)o2)cc1OC (configuration not stated) | 9% | ? | -1% | -3%
CCOC(=O)c1ccc2[nH]c(C)c(CCC(C)=O)c(=O)c2c1 | 1% | 2.3% | -17% | 2%
O=S(=O)(c1ccc2c(c1)OCCO2)N1CCC(n2nnc3cc(F)ccc32)CC1 | -26% | 1.5% | -11% | -1%
Later entries
SMILES | Peg3 imprint | IkB sig inh | p53ts 32C kill | p53ts 39C tox
Cc1cccc(C(=O)Nc2ccccc2OCc2cc(=O)n3cc(C)ccc3n2)c1 | -7%[10.9 µM] | ? | 8% | -2%
O=C(O)c1ccccc1NS(=O)(=O)c1cccc2cccnc12 | -16% | 14% | 1% | 7%
O=C(NC1=NCCS1)C12CC3CC(C1)CC(C(=O)NC1=NCCS1)(C3)C2 | -14% | -0.3% | 3% | 11%
CCOc1ccc(N(C(=O)c2ccc(C)cc2)S(=O)(=O)c2ccc3c(c2)n(C)c(=O)n3C)cc1 | 5%[10.9 µM] | -0.6% | 7% | -23%
COc1ccc(NC(=O)CSc2nnc(-c3ccccc3Cl)n2Cc2ccco2)c(OC)c1 | -17% | ? | 5% | 2%
Cc1ccc(/C=C/c2onc(C)c2S(=O)(=O)N2CCC(C(=O)N3CCN(c4cccc(C)c4)C(C)C3)CC2)cc1 (configuration not stated) | -15%[10.9 µM] | 1.2% | -3% | -8%
COc1cc(C2NC(=O)NC(C)=C2C(=O)OC(C)C)ccc1OC(=O)c1ccco1 (configuration not stated) | . | . | 20% | 11%
Cc1ccc(N(C)S(=O)(=O)c2ccc(-c3coc(C)n3)cc2)cc1 | 7%[10.9 µM] | ? | 2% | -12%
COc1cccc(-n2c(Cc3cc(=O)[nH]c(=O)[nH]3)nnc2SCC(=O)NC2CCCC2)c1 | -1% | -2.4% | 2% | 9%
COC(=O)Nc1sc2c(c1C(=O)N1CCOCC1)CCC(C)C2 (configuration not stated) | 1% | 2.0% | -4% | 13%

Two entries picked at random from those above:
SMILES | Peg3 imprint | IkB sig inh | p53ts 32C kill | p53ts 39C tox
COc1ccc(NC(=O)CSc2nnc(-c3ccccc3Cl)n2Cc2ccco2)c(OC)c1 | -17% | ? | 5% | 2%
Cc1cccc(C(=O)Nc2ccccc2OCc2cc(=O)n3cc(C)ccc3n2)c1 | -7%[10.9 µM] | ? | 8% | -2%

Following part
SMILES | Peg3 imprint | IkB sig inh | p53ts 32C kill | p53ts 39C tox
O=C(O)c1ccc(CN2C(=O)c3ccccc3S2(=O)=O)cc1 | -15% | -3.8% | 0% | 10%
Cc1cccc(Cn2c(=O)n(CC3CCC(C(=O)N4CCC(C)CC4)CC3)c(=O)c3sccc32)c1 (configuration not stated) | -9%[10.9 µM] | ? | -1% | -26%
Cc1cc2ccccc2n1CCNC(=O)C(C)(C)C | -29% | -2.5% | ? | ?
Cc1cc(NC(=O)CSc2nnc(CNc3cccc(C(F)(F)F)c3)n2Cc2ccco2)no1 | . | 2.2% | -19% | 11%
COc1cccc(C(=O)Oc2cc(N)n(S(=O)(=O)c3ccc(C)cc3)n2)c1OC | -2% | -0.2% | -12% | -15%
CCOC(=O)c1ccc(NC(=O)C2CCCN(c3ncnc4onc(C)c34)C2)cc1 (configuration not stated) | -4%[10.9 µM] | ? | 2% | 21%
Cc1ccccc1Cn1c(=O)n(CCc2ccccc2)c(=O)c2sc3ccccc3c21 | 12%[10.9 µM] | 0.2% | 2% | 17%
c1ccc2c(c1)CCCn1nnnc1-2 | 1% | -1.6% | 1% | 4%
COc1cccc(CNC(=O)c2sc3nc4n(c(=O)c3c2C)CCC4)c1 | 13%[10.9 µM] | -0.7% | 4% | 33%[activator]
O=C(NC1CCN(C(=O)Nc2cccc(F)c2)CC1)C1CCCCC1 | -2% | 0.3% | 7% | -4%
Cc1ccc(S(=O)(=O)N2CCN(C(=O)COc3ccc(-c4nnco4)cc3)CC2)cc1 | -5% | -0.1% | 9% | 1%
O=C(c1nc2ccccc2s1)N1CCSCC1 | -31%[inhibitor] | 4.1% | -14% | -3%
COc1nonc1NCn1nc(C)cc1C | 10% | 1.9% | -18% | 11%
O=C(COc1ccc(Cl)cc1Cl)Nc1ccc(C(=O)OC2CCCCC2)cc1 | -18%[10.9 µM] | 9.5% | -11% | -9%
Cc1nc([N+](=O)[O-])cn1-c1nc2ccccn2c1[N+](=O)[O-] | -6%[10.9 µM] | 3.2%[11.4 µM] | -5%[9.22 µM] | 13%[9.22 µM]
Cc1cc(NC(=O)CSc2nc3ccsc3c(=O)n2Cc2ccccn2)n[nH]1 | -71%[inhibitor] | -4.3% | 6% | -8%
CCN1C(=O)c2cccc3c(S(=O)(=O)Nc4ccc(OC)cc4OC)ccc1c23 | -16% | ? | -6% | -8%
COCCNC(=O)C(=O)NCC(c1cccnc1)N1CCN(c2ccccc2)CC1 (configuration not stated) | -11%[10.9 µM] | 0.2% | 2% | 0%
